TcdB inh: inhibitors of Clostridioides difficile toxin B glycohydrolase; AID 652162; actives 0.24% (n = 350,000); inhibition, % at 9.99 µM; TcdB glycohydrolase enzymatic assay, plate reader; in the data active = inhibition above about 10%
Target sequence (P18177 whole entry, looked up): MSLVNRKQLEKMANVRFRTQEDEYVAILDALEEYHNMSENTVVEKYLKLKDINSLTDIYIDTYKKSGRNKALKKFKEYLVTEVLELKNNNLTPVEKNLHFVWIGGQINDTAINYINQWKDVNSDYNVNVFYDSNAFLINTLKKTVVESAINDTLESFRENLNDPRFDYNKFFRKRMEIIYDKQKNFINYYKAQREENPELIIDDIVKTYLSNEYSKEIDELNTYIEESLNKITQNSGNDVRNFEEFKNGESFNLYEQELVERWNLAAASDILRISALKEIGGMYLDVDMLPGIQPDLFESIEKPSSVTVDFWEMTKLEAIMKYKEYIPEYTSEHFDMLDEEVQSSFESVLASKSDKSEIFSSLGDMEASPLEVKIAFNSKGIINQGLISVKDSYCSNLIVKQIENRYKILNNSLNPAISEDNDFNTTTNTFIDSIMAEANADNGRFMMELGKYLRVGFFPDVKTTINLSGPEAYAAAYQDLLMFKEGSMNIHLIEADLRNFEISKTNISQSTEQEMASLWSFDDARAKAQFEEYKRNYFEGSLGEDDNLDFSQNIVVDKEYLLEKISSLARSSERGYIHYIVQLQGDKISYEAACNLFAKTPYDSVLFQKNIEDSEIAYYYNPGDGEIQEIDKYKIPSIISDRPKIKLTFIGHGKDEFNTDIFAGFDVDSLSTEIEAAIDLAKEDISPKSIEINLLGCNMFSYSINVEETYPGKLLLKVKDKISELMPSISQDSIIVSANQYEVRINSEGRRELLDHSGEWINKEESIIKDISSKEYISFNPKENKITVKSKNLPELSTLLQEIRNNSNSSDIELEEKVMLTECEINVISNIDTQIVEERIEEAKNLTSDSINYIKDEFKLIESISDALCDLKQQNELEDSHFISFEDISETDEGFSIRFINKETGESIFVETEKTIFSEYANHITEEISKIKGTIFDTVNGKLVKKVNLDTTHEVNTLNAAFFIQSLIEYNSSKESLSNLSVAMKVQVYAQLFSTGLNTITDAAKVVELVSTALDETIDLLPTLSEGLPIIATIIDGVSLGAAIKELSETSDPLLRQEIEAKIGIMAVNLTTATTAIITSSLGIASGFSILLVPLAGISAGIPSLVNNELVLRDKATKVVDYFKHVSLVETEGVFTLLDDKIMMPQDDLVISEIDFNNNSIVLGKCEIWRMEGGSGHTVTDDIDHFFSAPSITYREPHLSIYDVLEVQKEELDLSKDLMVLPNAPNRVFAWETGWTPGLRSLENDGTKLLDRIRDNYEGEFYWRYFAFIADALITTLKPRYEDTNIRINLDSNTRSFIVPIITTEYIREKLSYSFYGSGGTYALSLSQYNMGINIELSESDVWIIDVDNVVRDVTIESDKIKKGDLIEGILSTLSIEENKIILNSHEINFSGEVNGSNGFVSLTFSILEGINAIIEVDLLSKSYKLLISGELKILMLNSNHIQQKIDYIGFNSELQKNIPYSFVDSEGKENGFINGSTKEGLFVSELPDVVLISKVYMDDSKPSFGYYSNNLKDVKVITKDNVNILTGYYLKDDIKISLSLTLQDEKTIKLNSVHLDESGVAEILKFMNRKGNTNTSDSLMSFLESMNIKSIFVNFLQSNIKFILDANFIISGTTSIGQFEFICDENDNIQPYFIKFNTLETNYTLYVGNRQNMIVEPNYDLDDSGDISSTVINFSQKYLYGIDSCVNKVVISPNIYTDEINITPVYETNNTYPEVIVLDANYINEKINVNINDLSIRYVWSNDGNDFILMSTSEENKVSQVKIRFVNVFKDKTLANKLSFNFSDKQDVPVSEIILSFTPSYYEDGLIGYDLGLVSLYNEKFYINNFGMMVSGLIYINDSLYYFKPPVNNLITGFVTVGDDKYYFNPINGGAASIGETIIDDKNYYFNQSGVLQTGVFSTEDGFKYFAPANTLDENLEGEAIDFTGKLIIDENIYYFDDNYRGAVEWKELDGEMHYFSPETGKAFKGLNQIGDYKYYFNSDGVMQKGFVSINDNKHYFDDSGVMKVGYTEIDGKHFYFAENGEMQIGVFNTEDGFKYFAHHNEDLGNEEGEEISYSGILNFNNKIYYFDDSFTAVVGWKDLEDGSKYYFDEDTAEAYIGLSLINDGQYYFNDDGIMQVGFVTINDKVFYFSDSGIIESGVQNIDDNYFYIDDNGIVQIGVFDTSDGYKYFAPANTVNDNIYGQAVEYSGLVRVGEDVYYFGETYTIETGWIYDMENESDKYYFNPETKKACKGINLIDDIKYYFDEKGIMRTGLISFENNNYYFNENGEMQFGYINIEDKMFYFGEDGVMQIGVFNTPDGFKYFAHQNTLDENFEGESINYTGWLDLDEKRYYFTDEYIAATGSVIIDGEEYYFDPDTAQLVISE
* hit, by the source's call. A portion of the library; the hit share may differ from the screen's.

SMILES	TcdB inh
CCC(=O)Nc1ccc2c(c1)C(=O)N(C)[C@H]1CC[C@H](CC(=O)NCC3CC3)O[C@H]1CO2	-0.2
C/C=C/c1cnc2c(c1)C(=O)N([C@H](C)CO)C[C@H](C)[C@@H](CN(C)Cc1ccc(F)cc1)O2	-5.9
C[C@@H]1CCCCO[C@@H](CN(C)C(=O)Nc2ccc(C(F)(F)F)cc2)[C@H](C)CN([C@@H](C)CO)C(=O)c2cc(NC(=O)c3ccccc3)ccc2O1	1.9
CNC[C@@H]1Oc2c(NC(=O)c3nc4ccccc4s3)cccc2C(=O)N([C@H](C)CO)C[C@H]1C	0.6
COc1ccc(NC(=O)N[C@H]2CC[C@H](CC(=O)NC3CCCCC3)O[C@@H]2CO)cc1	-0.6
N#C[C@H]1[C@@H](c2ccccc2-c2cccc(F)c2)[C@@H](CO)N1C(=O)C1CCCCC1	0.0
O=C(c1ccccc1)N1C[C@@H]2[C@H](c3ccccc31)[C@H](CO)N2C(=O)Nc1ccccc1Cl	1.1
COc1ccc(S(=O)(=O)N(C)C[C@@H]2OCCCC[C@@H](C)Oc3ccc(NS(=O)(=O)c4ccc(Cl)cc4)cc3C(=O)N([C@@H](C)CO)C[C@H]2C)cc1	0.1
COCc1cn(CC[C@@H]2CC[C@H](NC(=O)Cc3cccnc3)[C@@H](CO)O2)nn1	-0.2
O=C(NCC(F)(F)F)[C@@H]1[C@@H](CO)[C@@H]2Cn3c(cccc3=O)[C@@H]2N1C(=O)c1ccccc1F	-2.9
COc1ccc(NC(=O)Nc2ccc3c(c2)CC(=O)N([C@H](C)CO)C[C@@H](C)[C@H](CN(C)S(=O)(=O)c2ccc(C)cc2)O3)cc1	-1.0
C[C@@H]1CN([C@@H](C)CO)C(=O)c2cc(NC(=O)Nc3ccc4c(c3)OCO4)ccc2O[C@@H](C)CCCCO[C@@H]1CN(C)S(=O)(=O)c1ccc(F)cc1	1.5
O=C(NCC1CC1)[C@H]1[C@H](CO)[C@H]2Cn3c(ccc(-c4ccc(F)cc4)c3=O)[C@@H]1N2	-1.4
CC=Cc1ccc2n(c1=O)C[C@H]1[C@H](CO)[C@@H](C(=O)NCCC)[C@@H]2N1C(=O)C1CCCC1 (mixture of isomers)	1.0
CO[C@@H]1CN(C)C(=O)c2ccc(NC(=O)c3ccc4c(c3)OCO4)cc2OC[C@@H](C)NC[C@@H]1C	-1.1
C[C@@H]1CN([C@H](C)CO)C(=O)c2cc(NS(=O)(=O)c3ccccc3)ccc2O[C@@H]1CN(C)S(C)(=O)=O	0.0
O=C(NC1Cc2ccccc2C1)[C@@H]1N[C@@H]2c3ccc(C4=CCCCC4)c(=O)n3C[C@@H]2[C@H]1CO	0.3
Cc1ccc(S(=O)(=O)N[C@H]2CC[C@@H](CCNC(=O)C3CC3)O[C@@H]2CO)cc1	-2.4
COCCNC(=O)C[C@@H]1CC[C@H](NS(=O)(=O)c2ccc(C)cc2)[C@@H](CO)O1	-0.1
C[C@H]1CN([C@@H](C)CO)C(=O)c2cc(NC(=O)CCC(F)(F)F)ccc2O[C@@H]1CN(C)Cc1ccc(C(=O)O)cc1	-0.1
CCNC(=O)C[C@H]1CC[C@H]2[C@@H](COC[C@H](O)CN2Cc2ccc(Cl)c(Cl)c2)O1	-1.2
C[C@H]1CN([C@@H](C)CO)C(=O)c2cc(NC(=O)CCC(F)(F)F)ccc2O[C@H]1CN(C)C(=O)Nc1cccc2ccccc12	-6.1
O=C(C1CCC1)N1C[C@H]2[C@@H](c3ccccc31)[C@@H](CO)N2C(=O)Cc1ccccn1	1.1
C[C@@H]1CN([C@@H](C)CO)C(=O)Cc2cc(NC(=O)Cc3ccccc3)ccc2O[C@H]1CN(C)Cc1ccc(-c2ccccc2)cc1	-0.6
Cc1ccc(S(=O)(=O)Nc2ccc3c(c2)C(=O)N([C@H](C)CO)C[C@H](C)[C@@H](CN(C)Cc2ccc(Cl)c(Cl)c2)OCCCC[C@H](C)O3)cc1	-0.3
C[C@@H]1CN([C@H](C)CO)C(=O)c2cc(NC(=O)Cc3ccccc3)ccc2O[C@@H](C)CCCCO[C@@H]1CN(C)C	-0.8
COc1ccc(NC(=O)Nc2ccc3c(c2)[C@H]2C[C@H](CC(=O)NCC(F)(F)F)O[C@H](CO)[C@H]2O3)cc1	-1.6
C/C=C/c1cnc2c(c1)C(=O)N([C@H](C)CO)C[C@@H](C)[C@@H](CN(C)C(=O)Cc1ccccc1)O2	1.3
O=C(C[C@@H]1CC[C@@H](NC(=O)c2ccc3c(c2)OCO3)[C@H](CO)O1)NCc1ccc(F)cc1	-1.0
CC(C)c1cn(CC[C@@H]2CC[C@H](NS(=O)(=O)c3ccccc3)[C@H](CO)O2)nn1	-1.8
CO[C@@H](CN(C)S(=O)(=O)c1cccc(Cl)c1)[C@H](C)CN([C@@H](C)CO)S(=O)(=O)c1cccc(Cl)c1	-14.2
COc1cccc(C(=O)N2C[C@H]3[C@@H](c4ccccc42)[C@H](CO)N3C(C)=O)c1	1.5
O=c1c(-c2ccco2)nc2ccccc2n1C(c1ccccn1)c1nc2ccccc2[nH]1 (configuration not stated)	-0.3
C[C@@H]1CN([C@H](C)CO)S(=O)(=O)c2ccc(-c3ccc(C#N)cc3)cc2O[C@H]1CN(C)C	1.1
O=C(N[C@H]1CC[C@H](CCNC(=O)C2CCCC2)O[C@H]1CO)c1ccccn1	-2.3
CO[C@@H]1CN(C)C(=O)c2cc(NC(C)=O)ccc2OC[C@H](C)N(C(=O)Cc2ccccn2)C[C@H]1C	-0.2
C[C@@H]1CN([C@@H](C)CO)C(=O)c2ccccc2-c2ccccc2CO[C@H]1CN(C)C(=O)CCC(F)(F)F	-0.7
Cc1noc(C)c1S(=O)(=O)N(C)C[C@@H]1OCCCC[C@@H](C)Oc2ccc(NC(=O)NC3CCCCC3)cc2C(=O)N([C@@H](C)CO)C[C@H]1C	0.3
CCCC(=O)Nc1ccc2c(c1)C(=O)N(C)C[C@@H](OC)[C@H](C)CN(C(=O)c1cccnc1)[C@@H](C)CO2	-1.6
OC[C@@H]1[C@@H](c2ccc(C#Cc3cccnc3)cc2)[C@H]2CN(Cc3ccccc3F)CCCCN12	-0.8

Reformatted with bars between the fields: 3 of the compounds above.
smiles | TcdB inh
Cc1ccc(S(=O)(=O)Nc2ccc3c(c2)C(=O)N([C@H](C)CO)C[C@H](C)[C@@H](CN(C)Cc2ccc(Cl)c(Cl)c2)OCCCC[C@H](C)O3)cc1 | -0.3
CCNC(=O)C[C@H]1CC[C@H]2[C@@H](COC[C@H](O)CN2Cc2ccc(Cl)c(Cl)c2)O1 | -1.2
O=C(N[C@H]1CC[C@H](CCNC(=O)C2CCCC2)O[C@H]1CO)c1ccccn1 | -2.3

(list continues)
SMILES	TcdB inh
Cc1ccc(S(=O)(=O)Nc2ccc3c(c2)C(=O)N([C@H](C)CO)C[C@@H](C)[C@H](CN(C)C(=O)Nc2ccc(C(F)(F)F)cc2)OCCCC[C@H](C)O3)cc1	-0.8
COc1ccc(S(=O)(=O)N(C)C[C@H]2OCCCC[C@@H](C)Oc3ccc(NC(=O)c4ccncc4)cc3C(=O)N([C@@H](C)CO)C[C@@H]2C)cc1	1.1
Cc1ccc(S(=O)(=O)NCC[C@@H]2CC[C@H](NS(=O)(=O)c3ccccc3Cl)[C@@H](CO)O2)cc1	0.0
C[C@@H]1CN([C@H](C)CO)C(=O)c2cc(NC(=O)C3CCCCC3)ccc2O[C@@H]1CN(C)C(=O)NC1CCCCC1	0.5
O=C(Nc1ccccc1)N1C[C@H]2[C@@H](c3ccccc31)[C@H](CO)N2C(=O)c1ccccc1F	-1.0
CNC[C@@H]1Oc2c(N)cccc2C(=O)N([C@@H](C)CO)C[C@H]1C	-0.6
CC(=O)N(C)C[C@@H]1Oc2cc(-c3cccnc3)ccc2S(=O)(=O)N([C@H](C)CO)C[C@H]1C	-0.1
COC(=O)N1C[C@H](OCc2ccc3c(c2)OCO3)[C@H]2C[C@@H]1c1ccccc1O2	2.1
CC(C)NC(=O)Nc1cccc2c1O[C@H](CN(C)C(=O)Nc1ccc3c(c1)OCO3)[C@H](C)CN([C@H](C)CO)C2=O	-1.4
COCCNC(=O)C[C@@H]1C[C@@H]2c3cc(NC(=O)Nc4ccccc4)ccc3O[C@@H]2[C@@H](CO)O1	-1.3
O=C(Nc1ccc2c(c1)OCO2)N[C@H]1CC[C@H](CCNC(=O)C2CCOCC2)O[C@H]1CO	-0.7
CN(C)CC(=O)N1C[C@H]2[C@@H](c3ccccc31)[C@@H](CO)N2C(=O)c1ccccn1	-0.8
C[C@H]1CN([C@@H](C)CO)S(=O)(=O)c2ccc(-c3cccnc3)cc2O[C@H]1CN(C)C(=O)C1CCCCC1	0.0
C[C@@H]1CN([C@H](C)CO)C(=O)c2ccccc2-c2ccccc2CO[C@@H]1CN(C)Cc1cccnc1	0.2
C[C@@H]1CN([C@@H](C)CO)S(=O)(=O)c2ccc(/C=C/c3ccccc3)cc2O[C@@H]1CN(C)Cc1ccccc1	0.1
C[C@@H]1COc2cccc(NCCCN3CCOCC3)c2S(=O)(=O)N1	0.8
CCCC(=O)Nc1ccc2c(c1)C(=O)N(C)[C@@H]1CC[C@H](CC(=O)NCC3CC3)O[C@H]1CO2	-6.5
CCNC(=O)[C@@H]1[C@@H](CO)[C@@H]2Cn3c(ccc(-c4cccc(F)c4)c3=O)[C@H]1N2C(C)=O	-1.1
CN1CCN(C(=O)C[C@H]2CC[C@@H]3[C@@H](COc4ccc(NC(=O)C5CCC5)cc4C(=O)N3C)O2)CC1	0.8
C[C@H]1CCCCO[C@H](CN(C)Cc2ccc3c(c2)OCO3)[C@@H](C)CN([C@@H](C)CO)C(=O)c2cc(NC(=O)Nc3ccccc3)ccc2O1	0.9
C[C@H](CO)N1C[C@H](C)[C@H](CN(C)S(C)(=O)=O)Oc2ccc(NC(=O)Nc3cccc4ccccc34)cc2CC1=O	0.3
CCC(=O)NC[C@H]1[C@@H](c2ccccc2)[C@H](CO)N1C(=O)C1CC1	-9.5
COCC(=O)Nc1ccc2c(c1)OC[C@@H](C)N(C(=O)Cc1cccnc1)C[C@H](C)[C@H](OC)CN(C)C2=O	-0.5
CO[C@H](CN(C)S(=O)(=O)c1cn(C)cn1)[C@H](C)CN(C(=O)Nc1ccc(F)cc1)[C@H](C)CO	-0.1
COc1cccc(S(=O)(=O)N[C@@H]2CC[C@@H](CC(=O)NCc3ccncc3)O[C@@H]2CO)c1	-0.1
COc1ccc(S(=O)(=O)N[C@H]2C=C[C@@H](CC(=O)NCCc3ccccc3)O[C@@H]2CO)cc1	1.0
C[C@H](CO)N1C[C@H](C)[C@H](CN(C)C(=O)Nc2ccccc2)Oc2ccc(NC(=O)Cc3cn(C)c4ccccc34)cc2CC1=O	-3.9
COc1ccc(-c2ccc([C@@H]3[C@H](CO)N4C(=O)CN(C(=O)NC(C)C)C[C@@H]34)cc2)cc1	-2.4
C/C=C/c1cnc2c(c1)C(=O)N([C@H](C)CO)C[C@H](C)[C@H](CN(C)C(=O)c1ccc3c(c1)OCO3)O2	0.3
CO[C@H]1CN(C)C(=O)c2cc(NC(=O)C3CC3)ccc2OC[C@H](C)N(Cc2ccc(F)cc2)C[C@H]1C	0.7

Compounds listed so far that have a Cl atom, in the order listed:
SMILES	TcdB inh
O=C(c1ccccc1)N1C[C@@H]2[C@H](c3ccccc31)[C@H](CO)N2C(=O)Nc1ccccc1Cl	1.1
COc1ccc(S(=O)(=O)N(C)C[C@@H]2OCCCC[C@@H](C)Oc3ccc(NS(=O)(=O)c4ccc(Cl)cc4)cc3C(=O)N([C@@H](C)CO)C[C@H]2C)cc1	0.1
CCNC(=O)C[C@H]1CC[C@H]2[C@@H](COC[C@H](O)CN2Cc2ccc(Cl)c(Cl)c2)O1	-1.2
Cc1ccc(S(=O)(=O)Nc2ccc3c(c2)C(=O)N([C@H](C)CO)C[C@H](C)[C@@H](CN(C)Cc2ccc(Cl)c(Cl)c2)OCCCC[C@H](C)O3)cc1	-0.3
CO[C@@H](CN(C)S(=O)(=O)c1cccc(Cl)c1)[C@H](C)CN([C@@H](C)CO)S(=O)(=O)c1cccc(Cl)c1	-14.2
Cc1ccc(S(=O)(=O)NCC[C@@H]2CC[C@H](NS(=O)(=O)c3ccccc3Cl)[C@@H](CO)O2)cc1	0.0

Next section:
SMILES	TcdB inh
Cc1ccc(S(=O)(=O)Nc2ccc3c(c2)C(=O)N([C@H](C)CO)C[C@H](C)[C@H](CN(C)Cc2ccncc2)OCCCC[C@H](C)O3)cc1	-0.1
C[C@@H]1CCCCO[C@H](CN(C)Cc2ccncc2)[C@@H](C)CN([C@@H](C)CO)C(=O)c2cc(NS(C)(=O)=O)ccc2O1	-1.2
C[C@H](CO)N1C[C@H](C)[C@H](CN(C)S(=O)(=O)c2ccc(F)cc2)OCCCC[C@H](C)Oc2ccc(NC(=O)Nc3ccc4c(c3)OCO4)cc2C1=O	1.3
COc1ccc2c3c(n(C)c2c1)[C@@H](CO)N(C(=O)Nc1ccc(F)cc1)CC31CCN(S(=O)(=O)c2cccs2)CC1	0.1
C[C@H](CO)N1C[C@H](C)[C@H](CN(C)C(=O)Nc2ccccc2)OCc2ccccc2-c2ccccc2C1=O	0.7
C[C@H]1CCCCO[C@H](CN(C)C(=O)c2ccncc2)[C@@H](C)CN([C@@H](C)CO)C(=O)c2cc(NC(=O)c3ccncc3)ccc2O1	-0.5
COc1ccc2c3c([nH]c2c1)[C@@H](CO)N(Cc1ccccc1)CC31CCN(C(=O)Nc2cccc(F)c2)CC1	-1.6
CS(=O)(=O)Nc1ccc2c(c1)[C@H]1C[C@@H](CC(=O)NCc3ccccn3)O[C@@H](CO)[C@H]1O2	0.5
CN1c2ccc(-c3cccc(F)c3)cc2[C@H]2[C@H](CCN2C(=O)C2CC2)[C@H]1CO	-3.1
CCC(=O)Nc1ccc2c(c1)OC[C@H](C)N(C(=O)C1CCC1)C[C@@H](C)[C@H](OC)CN(C)C2=O	-2.9
CO[C@@H]1CN(C)C(=O)c2cc(NS(=O)(=O)c3cccc(C)c3)ccc2OC[C@@H](C)NC[C@@H]1C	-0.6
CN1[C@H](C(=O)NCc2ccccn2)[C@@H](CO)[C@@H]2Cn3c(ccc(-c4cccc(F)c4)c3=O)[C@@H]21	0.1
Cc1noc(C)c1NC(=O)Nc1ccc2c(c1)C(=O)N([C@H](C)CO)C[C@H](C)[C@H](CN(C)C(=O)Nc1ccccc1)OCCCC[C@H](C)O2	-1.4

Screens from PubChem.
